# Compound activity from PubChem.
# DAX1 inh-1 = inhibits human nuclear receptor DAX1; P51843; hit rate 0.99% among 340,000; HEK293 Gal4-DAX1 luciferase reporter, luminescence; inhibition, % at 6.75 µM; AID 504766;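 active means inhibition above the mean over all tested compounds plus 3 SD, cut at about 4.2% in these data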;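 further: 0% = DAX1-transfected cells with DMSO and 100% = empty-vector control cells with DMSO; inhibition shows as a rise in luminescence from relieved DAX1 repression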
# ssDAF-12 act = S. stercoralis DAF-12 activation, primary screen; activation, % at 6.8 µM; HEK293 ssDAF-12/GRIP1 lit1-tk-luc reporter, luminescence; % of 3 µM dafachronic acid response; hit rate 1% among 370,000; AID 652126;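 active means activation above the mean over all tested compounds plus 3 SD, cut at about 0.9% in these data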;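 further: 0% = DMSO-only wells and 100% = 3 µM delta7-dafachronic acid wells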
# HGIII-sPLA2 inh = Inhibits HGIII-sPLA2 liposome hydrolysis, primary screen; Q9NZ20; QFRET BODIPY PC-A2 liposome hydrolysis, fluorescence; inhibition, % at 12.2 µM; hit rate 0.56% among 370,000; AID 743126;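 active means inhibition above mean plus 3 SD of compounds lying within the high and low control bounds, cut at about 19% in these data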;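 further: 0% = median of test compound wells and 100% = no enzyme DMSO wells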
# SMARCA2 act = activators of SMARCA2 function; AID 652017; MG213 cells, MMTV-luciferase reporter, dexamethasone, overnight; activation, % at 9.1 µM; hit rate 1% among 370,000; in the data active means activation above about 7.8%;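 further: 0% = vehicle wells and 100% = reference activator wells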
# NPR2 activator = GC-B (human) receptor activation; P20594; HEK293-GC-B cells, CNP EC30, cGMP TR-FRET; 0% at EC30 CNP, 100% saturating CNP; activation, % at 10 µM; hit rate 0.11% among 370,000; AID 1920062;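 active means activation at 10 µM reaching about 35% in either raw or pattern-adjusted values, limit read from the data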
# Target sequence (P20594 whole entry, looked up): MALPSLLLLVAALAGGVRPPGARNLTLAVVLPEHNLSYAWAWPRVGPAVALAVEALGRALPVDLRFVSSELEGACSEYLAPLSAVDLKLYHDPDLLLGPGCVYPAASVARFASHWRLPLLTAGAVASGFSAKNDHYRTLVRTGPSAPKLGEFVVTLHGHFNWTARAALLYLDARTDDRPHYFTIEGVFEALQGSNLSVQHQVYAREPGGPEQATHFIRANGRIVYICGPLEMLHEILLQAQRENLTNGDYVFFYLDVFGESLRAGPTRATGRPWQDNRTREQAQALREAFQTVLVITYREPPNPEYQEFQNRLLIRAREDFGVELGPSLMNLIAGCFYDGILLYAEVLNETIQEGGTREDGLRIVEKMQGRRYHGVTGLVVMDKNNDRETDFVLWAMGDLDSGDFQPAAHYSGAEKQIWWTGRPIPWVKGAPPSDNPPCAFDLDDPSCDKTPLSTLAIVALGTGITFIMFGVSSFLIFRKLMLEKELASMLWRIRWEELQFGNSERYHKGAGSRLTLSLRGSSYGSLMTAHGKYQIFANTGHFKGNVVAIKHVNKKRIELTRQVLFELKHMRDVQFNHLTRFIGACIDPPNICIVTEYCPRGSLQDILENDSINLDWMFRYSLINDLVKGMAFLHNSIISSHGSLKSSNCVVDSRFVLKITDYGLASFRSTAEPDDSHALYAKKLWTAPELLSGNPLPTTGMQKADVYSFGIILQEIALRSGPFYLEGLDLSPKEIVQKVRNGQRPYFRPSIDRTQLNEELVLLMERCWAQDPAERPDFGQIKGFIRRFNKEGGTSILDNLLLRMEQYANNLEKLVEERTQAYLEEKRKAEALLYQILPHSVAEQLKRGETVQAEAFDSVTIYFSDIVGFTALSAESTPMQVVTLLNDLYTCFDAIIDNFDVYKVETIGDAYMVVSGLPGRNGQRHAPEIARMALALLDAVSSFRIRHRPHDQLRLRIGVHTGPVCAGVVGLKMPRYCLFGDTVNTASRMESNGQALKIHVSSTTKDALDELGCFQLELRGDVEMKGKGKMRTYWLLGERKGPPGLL
# hcDAF12 agonist = activators of H. contortus DAF-12 nuclear receptor. HEK293 hcDAF-12 lit1-tk-luc reporter, luminescence; 0% DMSO, 100% Δ7-dafachronic acid. activation, % at 6.8 µM. hit rate 1.4% among 370,000. AID 652067;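 active means activation above the mean of all tested compounds plus 3 SD, cut at about 5.5% in these data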;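 further: 100% = response to 3 µM Δ7-dafachronic acid high control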
# ADAM10 inh = inhibits human ADAM10; O14672; recombinant ADAM10, EDANS/DABCYL FRET peptide cleavage, 3 h; inhibition, % at 7 µM; hit rate 0.62% among 370,000; AID 720582;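 active means inhibition above a per-campaign cutoff equal to the mean of compounds falling between control-based bounds plus 3 SD, cut at about 20% in these data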;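 further: 0% = DMSO wells while the 100% control is not disclosed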
# DAX1 inh-2 = inhibitors of DAX1 repression of SF-1 activated StAR promoter | HEK293T StAR-luciferase reporter, SF-1/DAX-1 repression relief | AID 652010 | inhibition, % at 6.8 µM | hit rate 1.1% among 370,000;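 active means inhibition above the mean over all tested compounds plus 3 SD, cut at about 3.6% in these data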;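 further: 0% = DAX-1 cells with DMSO and 100% = cells lacking DAX-1 with DMSO; higher inhibition means more luminescence from relief of DAX-1 repression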
# GAA850 FXN act = activators of GAA850 frataxin (FXN) promoter. HEK293 lucGAA850 FXN promoter luciferase reporter, 24 h; percent of 10 µM SAHA response. activation, % at 6 µM. hit rate 0.56% among 360,000. AID 540364;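 active means activation above the average of all compounds screened plus 3 SD, cutoff fixed separately per campaign, cut at about 7.5% in these data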;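 further: 0% = DMSO wells and 100% = 10 µM SAHA wells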
# NPR1 activator = GC-A (human) enzyme activation; HEK293 GC-A cells, cGMP TR-FRET, EC30 ANP; 0% at EC30 ANP, 100% saturating ANP; P16066; hit rate 0.14% among 370,000; AID 1671463; activation, % at 10 µM; in the data active means activation above about 40%
# hgDAF-12 ag = agonists of H. glycines DAF-12 nuclear receptor. HEK293 GAL4-hgDAF12 UAS-luciferase reporter, agonist luminescence; normalized to butyrate control. AID 687014. hit rate 1.8% among 370,000. activation, % at 6.8 µM;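 active means activation above a cutoff set at the mean of all screened compounds plus 3 SD, cut at about 10% in these data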;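 further: 0% = DMSO wells and 100% = sodium butyrate wells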
# * hit, by the source's call; i = inactive; / = no result given.
# Values run as follows: DAX1 inh-1	ssDAF-12 act	HGIII-sPLA2 inh	SMARCA2 act	NPR2 activator	hcDAF12 agonist	ADAM10 inh	DAX1 inh-2	GAA850 FXN act	NPR1 activator	hgDAF-12 ag
- Cc1c(/C=N/NC(=O)c2cccnc2)cc(C#N)n1C
 : -0.7	-1.9	0	-1	-1	-1.0	-10	-0.4	1.9	-1	3.2
- Cc1ccc(NNC(=O)c2ccno2)c(C)c1
 : 0.6	0.3	-2	1	4	2.1	-2	-0.2	-0.2	-1	2.5
- Cc1nc(NC(C)(C)CO)c([N+](=O)[O-])cc1[N+](=O)[O-]
 : -0.9	-1.4	4	-3	11	-1.6	-2	-0.5	0.9	1	-3.0
- O=C(Nc1ccc(N=Nc2ccccc2)cc1)c1ccccc1Cl
 : 3.3	-0.8	3	4	-5	2.2	7	3.9*	4.8	9	11*
- O=C(COC(=O)c1cc(S(=O)(=O)N2CCc3ccccc3C2)ccc1Cl)NCc1ccco1
 : 0.2	-0.4	-8	-2	6	-0.7	5	-0.5	3.2	-1	2.1
- O=C(c1ccc(F)cc1)c1cn(Cc2ccc(F)cc2)c2cc3c(cc2c1=O)OCCO3
 : -0.7	-0.4	-4	-1	9	4.5	-1	0.2	-2.0	8	1.1
- O=C(CN(C(=O)c1csnn1)c1ccc(Br)cc1)NC1CCCCC1
 : 0.8	-0.6	1	-2	-3	-0.4	-4	-0.1	1.1	-5	0.6
- c1ccc2c(c1)ccc1nnc(-c3ccc4c(c3)OCO4)n12
 : -0.4	-0.8	0	1	12	-0.4	-35	-0.6	2.2	6	-1.9
- C/C(=N\NC(=O)CCCNc1ccccc1)c1ccncc1
 : 2.7	-0.9	5	1	-6	-2.1	5	-0.6	2.6	-6	-2.9
- Cc1ccc(NC(=O)c2ccc(-n3cncn3)c([N+](=O)[O-])c2)cc1F
 : -1.6	-1.9	3	-3	-1	-1.9	1	-1.7	-0.2	2	-0.1
- O=C(O)C1CCN(C(=O)CCN2C(=O)S/C(=C\c3ccccc3)C2=O)CC1
 : 0.0	-0.6	2	1	-6	1.6	8	1.2	-1.5	3	1.4
- O=C(O)C(Cc1ccccc1)NC(=O)C(c1ccccc1)c1ccccc1 (centres undefined)
 : -0.4	-0.8	-2	-1	-5	0.6	-9	0.0	-0.7	3	0.7
- CCOC(=O)c1cnc(-c2ccccc2)[nH]c1=O
 : 0.7	-1.1	5	2	-4	0.2	-1	-0.5	1.0	-6	0.3
- Cc1cccc2c1cnn2C(=O)Nc1cc(F)ccc1F
 : 0.9	-0.1	1	7	3	2.6	6	0.3	1.4	3	5.0
- COc1ccc(Cl)cc1N(CC(=O)NC(C)(C)C)S(=O)(=O)c1ccc(C)c([N+](=O)[O-])c1
 : -0.7	-1.4	-5	-1	-9	-3.8	7	-0.4	1.3	-17	0.4
- CC(=O)NC(c1cccs1)c1cc(F)c2cccnc2c1O (centres undefined)
 : -2.7	-2.1	9	-1	1	-1.6	7	-2.4	-6.1	0	-8.1
- COc1ccc(C(CC(=O)c2ccccc2)CC(=O)c2ccccc2)cc1OC
 : -0.4	-0.6	-9	-1	-1	-1.9	12	-0.3	2.2	-1	-1.1
- COc1cc(C(=S)N2CCOCC2)ccc1OC(=O)c1ccccc1[N+](=O)[O-]
 : -0.3	-1.3	6	-1	0	-0.6	4	-0.1	0.3	2	0.4
- O=C(CCS(=O)(=O)c1ccc(Br)s1)NC1CCCCCC1
 : -0.3	-0.6	-2	-3	3	-1.6	-4	-0.7	-2.1	1	2.2
- CC(C)OC(=O)c1c(NC(=O)Cn2cnc([N+](=O)[O-])n2)sc2c1CCCC2
 : 0.6	-1.0	-8	0	-12	-0.8	-5	-0.5	-2.5	-20	-1.5
- COC(=O)C(C(=O)OC)c1ccccc1NC(=O)OCc1ccccc1
 : /	-1.2	11	-4	-1	3.0	-20	2.9	/	1	-1.5
- Cc1ccc(CNC(=O)CC(C)S(=O)(=O)c2ccc3c(c2)NC(=O)C(C)S3)cc1 (centres undefined)
 : -1.0	-1.6	-6	-1	0	-4.0	-6	-6.2	-3.7	-2	-3.9
- COc1ccc(CCNC(=O)CSc2nc(=O)n3cccc(C)c3n2)cc1OC
 : -0.3	-0.9	4	0	1	-0.1	-8	-0.5	-0.7	1	0.6
- COc1cc(OC)cc(C(=O)NC(=S)Nc2nc(-c3cc4ccccc4o3)cs2)c1
 : 1.1	-0.3	0	-2	-5	0.7	2	0.6	1.6	7	1.8
- Cc1cc(C(=O)O[C@@H]2CCC[C@@]3(C(=O)N(Cc4ccccc4)c4ccccc43)[C@H]2NC(=O)CCc2ccccc2)no1
 : /	-1.6	5	0	2	-1.5	12	-0.2	/	-4	-1.3
- Cc1cccc(C)c1NC(=O)C1(C)CSCC(=O)N1CCc1ccccc1F (centres undefined)
 : /	-1.0	4	6	-6	2.8	-2	0.7	/	0	-0.5
- COc1ccc(C(=O)COC(=O)CN2C(=O)C3C4C=CC(C5CC45)C3C2=O)cc1 (centres undefined)
 : -0.2	-1.0	-6	-1	1	-1.0	2	0.0	3.1	-1	3.9
- O=C(O)C(C(=O)/C=C/c1ccco1)=C1SCCS1
 : 1.1	-0.8	-1	4	8	4.3	0	0.6	3.6	4	4.7
- Cc1cc(C(=O)NC2CCN(Cc3ccccc3)CC2)n[nH]1
 : 1.1	-0.9	1	-2	-1	1.6	-2	1.9	-1.7	0	0.8
- COc1ccccc1OCCCn1c(=O)sc2ccccc21
 : 0.8	-0.9	-2	-2	-11	-0.9	3	0.1	3.9	-8	1.4
- O=C(NNS(=O)(=O)c1ccccc1)c1sccc1-n1cccc1
 : 0.9	-0.2	-1	4	0	-1.4	1	0.1	-1.0	4	-1.9
- CCNC(=O)OC[C@H]1O[C@H](C#Cc2ccc(C(C)(C)C)cc2)C=C[C@H]1O
 : /	-1.1	4	-1	12	-1.7	0	-0.1	/	-1	-2.2
- C/C(CC(=O)NC1CCCCCC1)=N\NC(=O)c1cnccn1
 : 1.1	-1.8	5	2	1	0.3	1	0.1	2.4	0	2.3
- CCNC(=S)NNC(=O)c1cccn(Cc2ccc(Cl)cc2)c1=O
 : 2.1	-0.7	13	-2	2	0.1	-322	0.8	0.4	0	-0.7
- O=C(c1nc2ccccn2c1CNCCCn1nnc2ccccc21)N1CCOCC1
 : -0.4	-0.5	2	0	2	2.2	5	0.0	1.9	2	0.7
- Cc1ccc(NC(=O)NCCCc2ccccc2)cc1
 : 0.7	-0.7	-4	2	0	0.0	5	0.9	2.5	-1	5.0
- CCn1c(CSc2nc(C)cc(C)n2)nnc1SCC(=O)Nc1ccccc1
 : 0.1	-1.3	-4	-1	-1	-0.8	0	-0.5	-0.4	-8	0.6
- CN(C)c1oc(-c2ccc(OCc3ccc(Cl)cc3)cc2)nc1C#N
 : 0.4	-0.9	3	-5	3	-1.1	-5	0.3	-1.6	-2	-1.4
- O=C(OCc1cc(=O)n2c(n1)sc1ccccc12)c1ccc(O)cc1
 : -0.4	-0.4	-19	2	1	2.8	-4	1.0	5.0	0	3.0
- COC(=O)c1cc(C#N)c(N(C)Cc2ccccc2)nc1C
 : 0.4	-0.7	3	5	5	-2.3	-5	0.1	4.4	-3	0.8
- O=S(=O)(NCC(c1cccnc1)N1CCN(c2ccc(F)cc2)CC1)c1cccs1 (centres undefined)
 : -0.3	-1.5	-8	-4	-1	0.0	0	-1.2	0.3	3	1.1
- CC(C)(C)NC(=O)CN(c1cccc([N+](=O)[O-])c1)S(=O)(=O)c1ccccc1
 : /	-0.1	-2	-2	3	-1.8	-1	-0.4	0.0	-2	2.3
- Cc1ccc(NC(=S)N(Cc2ccco2)C(C)c2cccs2)cc1 (centres undefined)
 : 3.6	-1.1	2	-4	-1	0.8	13	0.9	0.1	2	0.8
- COc1ccc(C(=O)NC2CC2)cc1OC1CCN(Cc2ccccc2F)CC1
 : 0.3	-0.2	0	0	0	-1.7	-14	0.7	0.4	0	-2.3
- COc1ccc(S(=O)(=O)N2CCCCCC2)cc1C(=O)N(C)CC(=O)Nc1cc(C)ccc1C
 : 1.0	-0.7	4	-1	-3	-0.5	-4	-0.7	-0.3	-3	2.5
- COc1cccc(CNC(=O)CCNS(=O)(=O)c2ccc3c(c2)CC(C)N3C(C)=O)c1 (centres undefined)
 : 0.1	-1.2	1	-4	0	-0.3	7	-0.2	-1.1	-5	0.6
- CC(C)=C1C2CCC1C1C(=O)N(NC(=O)c3ccco3)C(=O)C21 (centres undefined)
 : 2.0	0.0	0	-1	4	0.4	4	0.9	-2.2	0	-1.4
- CCOc1ccc(/C=C/C(=O)N(CC)CC(=O)NCc2cccs2)cc1OC
 : -0.5	-1.6	15	-2	-1	-0.9	-156	0.6	-0.3	2	-1.3
- COc1cc(/C=N/NC(=O)c2ccncc2)c([N+](=O)[O-])cc1OC
 : 0.0	-1.0	-6	-1	-1	1.7	0	-0.1	1.1	5	-0.3
- Cc1cc(Nc2ccc(Br)cc2F)n2nc(C)nc2n1
 : -0.7	-1.2	-3	-1	4	0.5	-8	-0.6	-1.4	4	-0.1
- Cc1ccc(-n2c(C)cc(C(=O)CSc3nncs3)c2C)cc1
 : -2.4	-0.9	-7	-3	-2	0.0	-2	-0.1	5.7	1	3.8
- COc1ccc(C)cc1NC(=O)C(=O)N/N=C(\C)CC(=O)Nc1cccnc1
 : -1.1	-1.2	-5	-4	4	-2.1	18	-0.5	0.2	-3	1.4
- Cc1cccc(NC(=O)Cn2c(=O)oc3ccccc32)c1C
 : -2.1	-0.9	-5	2	0	0.8	4	0.2	1.5	-4	1.8
- CCOC(=O)c1cc2ccc(OC(=O)c3ccco3)cc2oc1=O
 : 1.3	-0.4	9	-4	-3	0.7	i	0.1	0.6	2	0.6
- O=S(=O)(Nc1cc(Cl)ccc1N1CCOCC1)c1ccccc1Cl
 : -0.3	-1.1	-4	-1	-5	-1.7	-1	-0.3	1.5	-5	-1.4
- CC[C@]12c3[nH]c4cc(-c5ccco5)ccc4c3CCN1C(=O)[C@@H](CC(=O)NCC13CC4CC(CC(C4)C1)C3)C[C@@H]2C(=O)N1CCN(C(=O)C2CC2)CC1
 : -0.8	-0.6	-14	-4	-2	-0.9	-315	-0.8	-1.3	1	-2.1
- Cc1nc(N)sc1-c1csc(Nc2ccccn2)n1
 : 3.0	0.1	4	2	1	4.2	-49	0.2	1.9	-1	-0.4
- Cc1cc(C)c2nc(Nc3nc(-c4ccccc4)cc(=O)[nH]3)nc(C)c2c1
 : -1.1	-0.4	4	-1	4	-0.2	-2	-0.2	1.7	3	-3.5
- CCOc1cc(S(=O)(=O)N2CCCC2)c(C)cc1C
 : 0.0	-0.2	3	3	1	-1.2	-4	-0.1	0.9	2	-0.7
